TbREL1 primary: TbREL1 inhibition, primary screen; P86926; TbREL1 RNA ligation, FRET fluorescence; inhibition, % at 9.66 µM; hit rate 0.49% among 89,000;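 active means inhibition above the mean inhibition across all screened compounds plus 3 SD, cut at about 11% in these data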;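 further: 0% = plate median of test wells and 100% = NSC42067 control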
Target sequence (P86926 whole entry, looked up): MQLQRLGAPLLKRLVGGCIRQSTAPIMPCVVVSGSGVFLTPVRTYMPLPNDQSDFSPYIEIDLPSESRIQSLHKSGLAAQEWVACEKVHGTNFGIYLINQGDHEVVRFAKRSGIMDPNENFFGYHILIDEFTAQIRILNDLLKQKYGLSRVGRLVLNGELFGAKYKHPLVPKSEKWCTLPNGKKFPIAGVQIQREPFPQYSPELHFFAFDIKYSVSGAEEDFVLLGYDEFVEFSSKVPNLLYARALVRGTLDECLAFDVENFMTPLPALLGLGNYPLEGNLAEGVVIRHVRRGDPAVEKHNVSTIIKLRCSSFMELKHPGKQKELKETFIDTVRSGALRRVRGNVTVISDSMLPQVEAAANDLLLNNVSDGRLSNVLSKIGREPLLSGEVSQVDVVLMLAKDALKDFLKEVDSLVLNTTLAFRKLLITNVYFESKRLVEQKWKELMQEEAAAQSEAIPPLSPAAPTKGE
The depositor's hits bear a star.

SMILES	TbREL1 primary
C=CCn1c(SCc2ccc([N+](=O)[O-])cc2)nnc1C(C)NC(=O)c1ccccc1 (stereo not drawn)	4
COc1ccc(N(C(=O)c2snc(C(N)=O)c2N)C(C(=O)NCC2CCCO2)c2ccc(C)o2)cc1OC (stereo not drawn)	-2
COc1ccccc1-c1nnc2n1N=C(c1ccc(OC(F)F)c(OCC3CC3)c1)CS2	5
COc1ccccc1NS(=O)(=O)c1cc(NC(=O)c2ccc(NC(C)=O)cc2)ccc1N1CCOCC1	-3
O=C(COC(=O)c1n[nH]c2ccccc12)NCCc1ccccc1	-2
COC(=O)c1cccc(NC(=O)CSc2nnc(C)o2)c1	1
CCn1c(=O)n(CC(=O)N2CCCN(Cc3ccccc3)CC2)c(=O)c2ccccc21	-1
O=S1(=O)CCC(NS(=O)(=O)c2ccc3ccccc3c2)C1 (stereo not drawn)	5
COc1cccc(C(=O)CSc2nc3ccccc3n2CC(=O)N2CCOCC2)c1	3
Cc1ccc(S(=O)(=O)NC(C)(C)CSc2nncn2N)cc1	-4
CCOC(=O)C[C@H]1c2cc(F)ccc2S(=O)(=O)N1C(C)(C)C	0
CN(C(=O)c1ccc(NC(=O)Cc2ccc(NC(=O)C3CCCN(C(=O)c4ccccc4)C3)cc2)cc1)C1CCCC1 (stereo not drawn)	3
COc1cc(C(C(=O)NCc2ccccc2)N(Cc2ccco2)C(=O)c2cnccn2)cc(OC)c1OC (stereo not drawn)	-1
CCn1nnnc1NCc1ccc(N2CCCC2)cc1	-3
Cc1cc(C)n(CC(O)Cn2c3ccc(Br)cc3c3cc(Br)ccc32)c(=O)n1 (stereo not drawn)	-1
Cc1cc(NCCN2CCOCC2)n2ncc(-c3ccccc3)c2n1	-3
O=C(Nc1cc([N+](=O)[O-])ccc1O)NC1CCS(=O)(=O)C1 (stereo not drawn)	-2
Cc1cccc(NC(=O)CN2C(=S)NC(C)(C)CC2C)c1 (stereo not drawn)	-4
Cc1nc(-c2ccc(NC(=O)c3ccccc3Br)cc2)cs1	-1
COc1cccc(/C=C2\SC(=S)N(c3cccnc3)C2=O)c1OC	6
O=C(c1ccc2snnc2c1)N1CCCCC1	1
CN(C)S(=O)(=O)c1cccc(NC(=O)NCCCl)c1	1
Cc1ccc(NC(=O)COc2cccc3ccc(C)nc23)c(Br)c1	2
O=C(Nc1ccc(Cn2nnc3ccccc32)cc1)c1ccco1	-3
CC(C)C(NC(=O)c1ccco1)C(=O)NCC(c1ccco1)N(C)C (stereo not drawn)	-3
SMILES	TbREL1 primary
CN(C)Cc1ccccc1C1(O)c2ccccc2CSc2ccccc21 (stereo not drawn)	3
Cc1cc(C)c(S(=O)(=O)N2CCCCC2)c(C)c1-n1ncnn1	-3
O=C(COC(=O)CCSc1ccc(Cl)cc1)NCc1ccccc1	5
Cc1cn([C@H]2C[C@H](O)[C@@H](/C=C/C(=O)NCC(c3ccccc3)c3ccccc3)O2)c(=O)[nH]c1=O	0
Cc1ccc(N(CCC#N)C(=O)COC(=O)c2cc(C)no2)cc1	0
O=C(NCCc1ccccc1)c1ccc(Cl)c(S(=O)(=O)N2CCOCC2)c1	-2
COc1ccccc1NC(=O)Cn1c(=O)c(N(C)C)c(N)n(C)c1=O	-1
Cc1ccc(-c2cc(-c3nnc(SCC(=O)Nc4cccc5ccccc45)n3N)[nH]n2)cc1	5
Cc1ccc(Sc2c(CO)c(-c3ccccc3)nn2C)cc1	-1
CCCSC1=C(C#N)C(c2ccccc2OCC)CC(=O)N1 (stereo not drawn)	6
CCOC(=O)C1=C(C)N(CCCCCC(=O)O)C(=O)NC1c1ccc([N+](=O)[O-])cc1 (stereo not drawn)	0
Cn1cccc1C(=O)N1CCN(S(=O)(=O)c2ccc(C(C)(C)C)cc2)CC1	-2
O=C1C(c2ccncc2)N(CCC2=CCCCC2)C(=O)CN1C1CCCCC1 (stereo not drawn)	-5
COc1cccc(/C=N/N2CCN(C)CC2)c1	-2
O=C1/C(=C/c2cccnc2)SC(=S)N1Nc1ccccc1	2
Cn1c(CC(=O)Nc2ccccc2)cc2ccccc21	-3
CCCCn1c(N)c(N(CCOC)C(=O)c2ccc(-n3c(C)ccc3C)cc2)c(=O)[nH]c1=O	-3
COc1ccc(-c2nnc3ccc(SCC(=O)N4CCCCC4)nn23)cc1OC	4
c1ccc(CCNc2nc(-c3ccccn3)nc3ccccc23)cc1	2
O=C(c1cccc(Cl)c1)N1CCN(c2ccccn2)CC1	-1
Cc1cccc(C(=O)N2CCC(=O)N(C(COCc3cccc(Cl)c3)Cc3ccccc3)CC2)c1 (stereo not drawn)	-3
NC(=O)C1CCN(C(=O)C2CC(=O)N(Cc3ccccc3)C2)CC1 (stereo not drawn)	0
COc1ccc(C(=O)Nc2ccccc2N2CCOCC2)cc1Br	-1
CC(C)(C)n1ncc2c(=O)n(Cc3cc(F)c(Cl)cc3Cl)cnc21	1
COc1ccc(CCNC(=O)C2CC(c3cccc(F)c3)=NO2)cc1 (stereo not drawn)	0
SMILES	TbREL1 primary
O=C(NNC(=S)NC(=O)c1ccc(F)cc1)c1ccncc1	-5
O=C(COc1cccc(NC(=O)c2ccco2)c1)c1ccc(F)cc1	5
Cc1cccc(C(=O)OC2CCCN(C)C2)c1C (stereo not drawn)	-2
C=CCn1c(SCC(=O)c2ccc(CNC(C)=O)o2)nc2ccccc2c1=O	0
COc1ccc(CN(C)C(=O)COc2cccc(-n3cnnn3)c2)cc1OC	1
CCCCNC(=O)c1onc(CSc2ccc(C(C)C)cc2)c1C(=O)O	-1
Cc1ccc(C)n1NC(=O)c1ccc(Cl)cc1	-6
O=C(N/N=C/c1ccc(-c2cccc([N+](=O)[O-])c2)o1)c1ccccc1O	8
COc1nc(C)nc2c1ccc1ccccc12	2
CNC(=S)NCc1ccc2[nH]c(C)cc2c1	-6
O=C(NCCc1ccc(Cl)cc1)C1CCC(=O)N1Cc1ccccc1Cl (stereo not drawn)	2
COc1ccc(C(CC(=O)N2CCOCC2)c2c(OC)cc(OC)c3ccc(=O)oc23)cc1 (stereo not drawn)	5
COc1cccc(-c2c(C(=O)N/N=C/c3ccsc3)nnn2-c2nonc2N)c1	0
CCCN(CCC)C(=O)C1CCN(c2cc(C)nc3c(-c4ccc(OC)c(OC)c4)c(C)nn23)CC1	0
COc1ccc(N(CC(=O)NC(C)(C)C)C(=O)CCC(=O)Nc2nccs2)cc1	3
CN(C)S(=O)(=O)c1ccc(Cl)c(NC(=O)CN2CCCCCC2)c1	-3
CN1CCN(S(=O)(=O)c2cc([N+](=O)[O-])ccc2N/N=C/c2ccc(Cl)cc2)CC1	0
C=CCn1c(Cc2ccc(OC)cc2)nnc1SCC(=O)NCCc1ccccc1	-3
Cn1c(CN2CCCC2)nc2cc(NC(=O)COc3ccccc3)ccc21	-3
O=C1OC(c2cccc([N+](=O)[O-])c2)C2(CCCC2)C(=O)C12CCCCC2 (stereo not drawn)	1
Cc1cc(C)cc(N(CC(=O)NCC2CCCO2)S(=O)(=O)c2c(C)noc2C)c1 (stereo not drawn)	7
CNC(=O)c1ccc(NC(=O)c2cccc(C(F)(F)F)c2)cc1	2
Cc1nn(Cc2c(Cl)cccc2Cl)c(C)c1NC(=O)CCCn1nc(C)c([N+](=O)[O-])c1C	1
Cc1ccc(CCN2CC(C(=O)NCCCN(C)Cc3ccccc3)CC2=O)cc1 (stereo not drawn)	2
CC1(C)CC(=O)C2=C(C1)NC(=O)CC2c1ccccc1F (stereo not drawn)	1
SMILES	TbREL1 primary
CN(C)C(CNC(=O)c1ccc(C(F)(F)F)cc1)c1ccco1 (stereo not drawn)	6
Cc1cccc(-c2nc(CN3CCCC(C(=O)NC4CCCCCC4)C3)c(C)o2)c1 (stereo not drawn)	-2
COc1ccc(/C(C)=C2/SC(=S)N(CCC(=O)O)C2=O)cc1	-1
NC(=S)N=Nc1ccc(O)cc1	0
CCCn1c(=O)n(C)c(=O)c2c(SCC(=O)Nc3cc(C)on3)nc(C(C)(C)C)nc21	0
COc1ccccc1NC(=O)N(C1CCCC1)C1CCN(C(C)=O)CC1	0
CCOC(=O)c1ccc(NC(=O)CSc2nnnn2CCCO)cc1	-2
Cc1oc(-c2ccccc2F)nc1CN1CCC(C(=O)NC2CC2)CC1	-1
COc1ccc(C(=O)N2CCN(S(=O)(=O)c3ccc4c(c3)OCCO4)CC2)cc1	2
c1ccc(CCc2cc3ccccc3[nH]2)cc1	-3
COc1ccc([C@H]2CC(=O)C=C(c3ccc(C)c4ccccc34)C2)cc1	1
CCOC(=O)C(/C=C(\C#N)C(=O)OCC)=C(/N)N1CCN(c2ccc(Cl)cc2)CC1	-4
COc1ccc2[nH]c(=O)c(CN(C(=O)NC3CCCCC3)C3CCCCC3)cc2c1	0
Cc1ccc(-c2nn(-c3cccc(F)c3)cc2CN2CCN(c3ccccn3)CC2)o1	-4
O=C(Cc1cc(=O)[nH][nH]1)N/N=C/c1ccccc1C(F)(F)F	3
COc1ccc(CCNC(=O)c2cccc(NC3=NC4CS(=O)(=O)CC4S3)c2)c(OC)c1 (stereo not drawn)	-6
CC(C)C1(C)C(=O)N=C2c3ccccc3C(=O)N21 (stereo not drawn)	1
COCCN(C(=O)COc1ccc(Cl)cc1)c1nnc(-c2cccnc2)s1	8
CCCCOCCCNS(=O)(=O)Cc1ccccc1	1
Cc1cc(C(=O)OCC(=O)NCCc2ccccc2)c2ccccc2n1	1
CC(C)c1ccc(-n2nnnc2SCC(=O)NC2CC2)cc1	-1
CCOc1ccc(NC(=O)CC2Nc3ccccc3NC2=O)cc1 (stereo not drawn)	-2
COc1ccc(/C=C/C(=O)O)cc1S(=O)(=O)N1CCCCC1	-1
CCCNC(=O)C1CCN(S(=O)(=O)c2cccs2)CC1	0
CCCC[C@@H]1CC2=C(C(=O)OC(C)(C)O2)[C@H](c2ccc(C(C)C)cc2)O1	0
SMILES	TbREL1 primary
Cc1ccc(-n2c(-c3cc(C)n(C)n3)n[nH]c2=S)cc1	-5
Cn1c(=O)c2ccccc2n(CC(=O)NCCC2=CCCCC2)c1=O	-3
COc1cccc(N=Cc2c(O)n(-c3cccc(C)n3)c(=O)c3ccccc23)c1	-3
CCSCc1nnc(SCC(=O)c2ccc(OC)cc2)n1C	-2
CCC(C)NC(=O)CSC1=Nc2ccccc2C2=NC(CC(=O)NCc3ccc(F)cc3)C(=O)N12 (stereo not drawn)	0
CC(NC(=O)c1ccc(Cl)c(S(=O)(=O)N2CCCCCC2)c1)c1cccnc1 (stereo not drawn)	-3
COc1ccc(CCC(=O)Nc2nnc(C(F)(F)F)s2)cc1	0
CCOCc1c(C(=O)NC2=Nc3ccccc3NC(CC)=C2C(=O)OCC)oc2ccccc12	-1
COc1ccc(-c2nnc(SCC(=O)Nc3ncc(C(F)(F)F)cc3Cl)n2CC(C)C)cc1	0
COc1cc(NC(=O)N[C@@H](CCSC)C(=O)O)cc(OC)c1	1
Cc1cc(NC(=O)c2c([N+](=O)[O-])c(C)nn2C)no1	-1
O=C(/C=C/c1ccc(F)cc1)NC(=S)NC1CCCCC1	0
CCCNC(=O)COc1coc(CN2CCN(Cc3ccccc3)CC2)cc1=O	1
CN(Cc1ccccc1)S(=O)(=O)c1ccc(OCC(=O)NCc2cccnc2)cc1	-1
CCCOn1c(-n2nc(C)cc2C)nc2ccccc2c1=O	-3
COC(=O)[C@H](Cc1ccccc1)NC(=O)/C=C/[C@H]1O[C@@H](n2ccc(=O)[nH]c2=O)[C@H](O)[C@@H]1O	2
O=C(NCC1CC1)c1onc(CSc2ccc(F)c(F)c2)c1C(=O)NCC1CC1	5
CCOC(=O)c1cccc(NC(=O)c2cncc(Br)c2)c1	-1
Cc1cc(C)n(-c2nc3ccccc3nc2NCCc2ccccc2)n1	3
O=C(Nc1cccc(F)c1)C1CCCCC1	9
COc1ccc(C)cc1NC(=O)COC(=O)C1CC1	0
CC(=NNS(=O)(=O)c1ccc(C)cc1)c1ccncc1	4
O=C(NCCO)c1ccc(Cl)c(Cl)c1	2
Cc1ccc(CN2CC(C(=O)N3CCN(S(=O)(=O)c4ccc(C)cc4C)CC3)CC2=O)cc1 (stereo not drawn)	-1
Cc1ccc(OS(=O)(=O)c2ccccc2)c(/C=N/N=C2\NC(=O)C(C)S2)c1 (stereo not drawn)	5
COc1ccc(CCCc2nnc(SCC(=O)Nc3nc(C)cs3)n2C)cc1C	-1
O=S(=O)(c1cccs1)N1CCN(Cc2ccccc2)CC1	1
COC(=O)C[C@H]1c2cc(F)ccc2S(=O)(=O)N1Cc1ccccc1OC	2
O=C(CCCN1C(=O)/C(=C\c2cccs2)SC1=S)Nc1ccc(O)cc1C(=O)O	-5
C[C@H](NC(=O)[C@@H]1Cc2ccccc2CN1)C(=O)Nc1ccc2c(c1)OCO2	-3

High-throughput results (PubChem BioAssay)

An excerpt; the hit share may differ from the screen's.
